Screening data from PubChem BioAssay.
IkB sig inh: suppresses IkB signaling in ABC-DLBCL reporter cells. ABC-DLBCL IkBa-CBG/CBR dual luciferase ratio, 4 h; response scale: scaled: untreated 0%, proteasome inhibitor 100%. Potency, µM (highest dose often 57.1 µM), without a hit: top-dose IkBa stabilization activation. 110,000 compounds, 0.04% hits. AID 445; active = well fitted curve in the direction sought with a large enough effect in the signal ratio, not every such curve was filed as active; inconclusive = small, poorly fitted or top-dose-only effect, or a change in a side signal; the % refers to the signal ratio;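 note: the direction sought is a rising ratio; 0% = basal untreated cells and 100% = reference inhibitor full response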
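In this assay, an IκBα–CBG68 fusion accumulates when IKK-driven degradation is blocked; native CBR normalizes for cell number. OCI-Ly3 cells were treated 4 h with compound and doxycycline, then green and red light read after Chroma-Glo addition.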
Imprint erasure: induces erasure of genomic imprints in mouse ES cells; AID 1948; 110,000 compounds, 0.02% hits; mouse ES Peg3-LacZ reporter, beta-gal luminescence, 40 h; Potency, µM (highest dose often 60.7 µM), for the others: at the highest dose activity change, positive = activation, actives largely listed as activators;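 note: 0% = negative control wells on the plate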
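Imprint erasure is scored as LacZ activity from the silenced maternal Peg3 allele in feeder-free female ES cells cultured 40 h with LIF. Luminescence is normalized to in-plate negative controls and fitted to the Hill equation.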
p53ts 32C kill: p53ts cell cytotoxicity, permissive temperature. 130,000 compounds, 0.93% hits. H1299-p53A138V at 32C, ATP luminescence viability, 24 h. Potency, µM (titrated, usually from 46.1 µM), for the others: at the top dose activity change, negative = cytotoxicity, usual class: cytotoxic;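 note: 0% = DMSO and -100% = full killing by reference compound; nearly all actives have a fitted effect of over 55% in size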
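Viability by ATPlite luminescence after 24 h compound treatment (up to 46 uM) at the permissive 32C. Cells are H1299 carrying p53 A138V. Scale runs from DMSO basal to 100 uM tamoxifen as full kill; AC50 from Hill fits.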
p53ts 39C tox: kills p53ts cells at the nonpermissive temperature; H1299-p53A138V viability at 39C, ATP luminescence, 24 h; Potency, µM (highest dose often 46.1 µM), without a hit: at the highest dose activity change, negative = cell killing, actives largely listed as cytotoxic; 130,000 compounds, 1.5% hits; AID 902; note: nearly all actives have a fitted effect of over 55% in size
Numbers without * were called inactive; ? = inconclusive; nt = not tested or not shown; [ ] = dose if it differs, or a comment. Unless noted, calls come from the whole dose curve; as a rule, active = well fitted curve in the direction sought with a large enough effect; inconclusive = small, poorly fitted or top-dose-only effect, or another doubt; inactive = no such curve, though single readings can be large; an effect the other way counts as inactive or inconclusive. Unless noted, % is set by controls: 0 for no effect and ±100 for the full control effect; potency is the fitted concentration of half-maximal effect.

(1) c1ccc(-n2nnnc2Oc2ccc(-n3ccnc3)cc2)cc1
(2) Cc1cc(NC(=O)c2sccc2C)n(-c2cccc(Cl)c2)n1
(3) Cc1cccc(CNc2nc(-c3cccnc3)nc3ccccc23)c1
(4) COc1ccc(C)cc1S(=O)(=O)Nc1cc(Cl)ccc1Cl
(5) CCC(=O)C1=C(c2ccc(Cl)cc2)N(C(=O)CC)n2c(C)nnc2S1
(6) CCC1CCCCN1CCNC(=O)CNS(=O)(=O)c1ccc2nc(C)sc2c1 (stereo unspecified)
(7) Cc1ccc(-n2ncc3c(=O)n(CC(=O)NC4CCCCC4)cnc32)cc1
(8) CSCC[C@H](NC(=O)NCc1cccs1)C(=O)O
assay / entry	1	2	3	4	5	6	7	8
p53ts 32C kill	7%	-28%	-5%	-3%	5%	-7%	-18%	-6%
p53ts 39C tox	1%	-25%	-2%	-2%	55%	7%	-21%	-3%
Imprint erasure	-7%	-12%	-2%	nt	-8%[10.9 µM]	-12%	3%	-1%
IkB sig inh	2.6%	0.2%	3.5%[11.4 µM]	nt	?	1.8%	0.2%	-1.8%

(9) O=C1CC(c2ccc(Cl)cc2)n2nc(N3C(=O)CCC3=O)nc2N1 (stereo unspecified)
(10) CCOC(=O)c1c(C)[nH]c(C)c1S(=O)(=O)N1CCC(C(=O)Nc2cc(Cl)ccc2OC)CC1
(11) O=C(Nc1ccc2c(c1)OCCO2)c1cc(-n2cnnc2)ccc1Cl
(12) Cc1cccc(Nc2nc(N)c([N+](=O)[O-])c(N3CCN(C)CC3)n2)c1
(13) CC1(C)CC(=O)C2=C(C1)OC(N)=C(C#N)C2c1ccc(OC(=O)N2CCOCC2)cc1 (stereo unspecified)
(14) CCCn1c(-c2ccc(F)cc2)nc2c(NCCCN3CCOCC3)nc(C)nc21
(15) Cc1ccccc1OCC(=O)N/N=C/c1ccc([N+](=O)[O-])o1
(16) COc1ccccc1-n1c(SCC(=O)NC(C)(C)C)nnc1-c1ccco1
assay / entry	9	10	11	12	13	14	15	16
p53ts 32C kill	0%	2%	9%	4%	0%	-11%	-61%	8%
p53ts 39C tox	2%	-11%	7%	8%	18%	-11%	?	-3%
Imprint erasure	1%	-8%[10.9 µM]	-8%	nt	1%	-8%	nt	-7%
IkB sig inh	-1.9%	-2.1%	2.8%	nt	-0.5%	nt	nt	6.5%

(17) O=c1c2sc3ccccc3c2n(Cc2cccc(C(F)(F)F)c2)c(=O)n1-c1ccccc1
(18) O=C(O)CC1C(=O)NCCN1CCCc1ccccc1 (stereo unspecified)
(19) COc1cc2c(cc1NC(=O)C(C)Oc1ccccc1)oc1ccccc12 (stereo unspecified)
(20) CCOC(=O)N/N=C1/C[C@@H](O)[C@@H](O)[C@@H]2[C@@H]3C(=O)N(C(C)(C)C)C(=O)[C@H]3CC[C@@H]12
(21) COc1ccc(-c2nc(C)c(CCNS(=O)(=O)c3cc(Cl)ccc3Cl)s2)cc1
(22) Cc1cccc2nc(-c3ccc(N(C)C)cc3)c(Nc3ccc4c(c3)OCO4)n12
(23) Cc1nc2nc[nH]c2cc1Br
(24) COC(=O)[C@@H]1CC[C@H](C)[C@@H](c2ccc(C)cc2)N1C(=O)c1ccc(/C=N\OC[C@@H](O)COCc2ccco2)cc1
assay / entry	17	18	19	20	21	22	23	24
p53ts 32C kill	15%	-5%	-5%	1%[9.22 µM]	2%	-11%	7%	0%[9.22 µM]
p53ts 39C tox	-3%	1%	6%	3%[9.22 µM]	-10%	0%	14%	3%[9.22 µM]
Imprint erasure	-10%[10.9 µM]	1%	-16%[10.9 µM]	nt	2%[10.9 µM]	-12%[10.9 µM]	-6%	nt
IkB sig inh	-1.2%	0.7%	?	nt	?	-1.3%	2.0%	nt

(25) COCC(=O)N1CCC[C@@]2(CCN(Cc3ccccc3)C2)C1
(26) Cc1nn2c(C)c(C(=O)N3CCN(c4ccccc4F)CC3)cnc2c1-c1ccc(F)cc1
(27) Cc1ccc2cc(C(c3nnnn3C3CCCC3)N3CCN(c4ccc(F)cc4)CC3)c(=O)[nH]c2c1 (stereo unspecified)
(28) CCc1ccc(C(=O)c2cn(CC(=O)Nc3cc(OC)ccc3OC)c3nc(C)ccc3c2=O)cc1
(29) Cc1cccc(N2CCN(C(=O)c3cn(CC(C)C)c(=O)c4c3c3ccccc3n4C)CC2)c1C
(30) Cc1ccn2cc(-c3nonc3C)cc2c1
(31) COc1ccc2cc(C(c3nnnn3Cc3ccccc3)N3CCCCCC3)c(=O)[nH]c2c1 (stereo unspecified)
(32) COCCn1ccc2c(OCC(=O)Nc3cccc(OC)c3)cccc2c1=O
assay / entry	25	26	27	28	29	30	31	32
p53ts 32C kill	-6%	0%	-4%	5%	2%	-9%	4%	6%
p53ts 39C tox	-2%	-9%	5%	0%	-1%	-1%	13%	-8%
Imprint erasure	nt	-6%[10.9 µM]	-2%	-8%[10.9 µM]	-16%[10.9 µM]	-19%	-8%	?
IkB sig inh	1.8%[11.4 µM]	?	1.6%	-1.0%	?	14%	-1.3%	?

(33) CCN(C(=O)COC(=O)c1c(-c2ccccc2)noc1C)C1CCS(=O)(=O)C1 (stereo unspecified)
(34) COc1ccc(-c2nc3ccccc3s2)cc1NC(=O)COc1cccc(C)c1
(35) CN(C)C(=O)c1c(NC(=O)c2ccco2)sc2c1CCCCC2
(36) Oc1ccc2[nH]cnc2c1CN1CCCCC1
(37) Cc1cc(NS(=O)(=O)c2ccc(NC(=O)c3cnc4scc(C)n4c3=O)cc2)nc(C)n1
(38) COC(=O)C(C(=O)OC)=C(/C=C/C=C/N(C)C)N(C)C
(39) CCCCn1c(SCC(=O)Nc2nnc(CC)s2)nc2c1c(=O)n(C)c(=O)n2C
(40) Cc1ccc(C(=O)NCCN2CCOCC2)cc1Cl
assay / entry	33	34	35	36	37	38	39	40
p53ts 32C kill	0%	-22%	-1%	10%	-1%	0%	-26%	-1%
p53ts 39C tox	-1%	10µM*	19%	7%	-13%	-5%	-7%	-1%
Imprint erasure	-12%	-9%[10.9 µM]	nt	3%	-72%[inhibitor]	3%	3%	-5%
IkB sig inh	0.2%	-2.9%	nt	2.0%	-1.4%	-0.2%	-0.5%	0.2%

(41) N#CCCSC(=S)[C@H]1CCCC1=N
(42) COc1ccc(C)cc1NC(=O)CN1CCN(S(=O)(=O)c2ccc(Cl)cc2)CC1
(43) CC1=C(C(=O)NC2CCC(C)CC2)C2(CCC(C)CC2)OC1=O (stereo unspecified)
(44) O=C(NCCCN1CCCC1)c1cccc(N2CCCC2=O)c1
(45) CSc1nc(N)c2ncn([C@H]3O[C@H](COP(=O)(O)OP(=O)(O)OP(=O)(O)O)[C@@H](O)[C@@H]3O)c2n1
(46) N#Cc1ccccc1NC(=O)Cn1cnc2onc(-c3cccc(F)c3)c2c1=O
(47) COc1cccc(OCc2nc3ccccc3n2CCOc2ccccc2C)c1
(48) CCOC(=O)c1cnc2c(ccc3ccccc32)c1Nc1ccccc1O
assay / entry	41	42	43	44	45	46	47	48
p53ts 32C kill	-1%[9.22 µM]	0%	14%	-15%	-2%	0%	98%[activator]	8%
p53ts 39C tox	-2%[9.22 µM]	12%	10%	8%	-1%	11%	-14%	?
Imprint erasure	-13%[10.9 µM]	-10%	-10%	2%	11%	-7%[10.9 µM]	-4%[10.9 µM]	-15%[10.9 µM]
IkB sig inh	-0.8%[11.4 µM]	-1.3%	-0.9%	0.2%	-0.2%	1.0%	0.7%	?

(49) CCN(c1cccc(C)c1)S(=O)(=O)c1cccc(C(=O)O)c1
(50) O=C(CSc1nnc(-c2ccccc2)o1)N1CCCc2ccccc21
(51) Cc1ccc(CCNC(=O)CN2C(=O)COc3ccc(S(=O)(=O)N4CCCC4)cc32)cc1
(52) CCCC(C(=O)NC1CCCC1)N(C(=O)Cn1nnc(-c2ccc(C)o2)n1)C1CCCC1 (stereo unspecified)
(53) CCCc1cc(=O)[nH]c(SCC(=O)CSc2nc(CCC)cc(=O)[nH]2)n1
(54) Cc1ccc(NC(=O)Cn2c(=O)n(CC3CCCO3)c(=O)c3ccccc32)cc1 (stereo unspecified)
(55) Cc1cc(C)c2c(n1)nn1c(C)c(CCC(=O)Nc3cccc(C)c3C)c(C)nc21
(56) Cc1nn(C)c(C)c1NC(=O)CCSc1nc(-c2ccco2)cc(C(F)(F)F)n1
assay / entry	49	50	51	52	53	54	55	56
p53ts 32C kill	0%	2%	9%	12%	-9%	-1%	-3%	-8%
p53ts 39C tox	-6%	-5%	-26%	-6%	-2%	12%	?	7%
Imprint erasure	nt	-7%[10.9 µM]	10%[10.9 µM]	-14%	18%	-8%[10.9 µM]	11%[10.9 µM]	-9%
IkB sig inh	nt	?	?	-0.2%	0.5%	-0.1%	-0.7%	0.8%

An excerpt of these results, with bars between the fields:
# | SMILES | p53ts 32C kill | p53ts 39C tox | Imprint erasure | IkB sig inh
51 | Cc1ccc(CCNC(=O)CN2C(=O)COc3ccc(S(=O)(=O)N4CCCC4)cc32)cc1 | 9% | -26% | 10%[10.9 µM] | ?
52 | CCCC(C(=O)NC1CCCC1)N(C(=O)Cn1nnc(-c2ccc(C)o2)n1)C1CCCC1 (stereo unspecified) | 12% | -6% | -14% | -0.2%
53 | CCCc1cc(=O)[nH]c(SCC(=O)CSc2nc(CCC)cc(=O)[nH]2)n1 | -9% | -2% | 18% | 0.5%
54 | Cc1ccc(NC(=O)Cn2c(=O)n(CC3CCCO3)c(=O)c3ccccc32)cc1 (stereo unspecified) | -1% | 12% | -8%[10.9 µM] | -0.1%

Following part:
(57) O=C(CN1CCOc2ccccc21)NCc1cccs1
(58) O=C(CCn1c(=O)oc2ccccc21)NCc1ccc2c(c1)OCO2
(59) CC(Cc1ccccc1)C(=O)NCc1ccncc1 (stereo unspecified)
(60) CC(NC(=O)CN1CCN(Cc2ccc(Cl)cc2)C1=O)c1ccc2c(c1)OCCO2 (stereo unspecified)
(61) COc1ccccc1N1CCN(CC(=O)Nc2cc(F)ccc2C)CC1
(62) Cc1csc2nc(COc3ccc(NC(=O)COc4ccccc4F)cc3)cc(=O)n12
(63) O=C(c1cc2ccc3cccnc3c2[nH]1)N1CCN(c2ccccc2)CC1
(64) Cc1ccccc1Nc1c(-c2ccc(Br)o2)nc2ccc(Cl)cn12
assay / entry	57	58	59	60	61	62	63	64
p53ts 32C kill	2%	-2%	-10%	15%	0%	-3%	-5%	-4%
p53ts 39C tox	-9%	2%	-5%	-10%	-10%	?	-3%	-1%
Imprint erasure	-11%	9%	-3%	-14%	-14%	-15%[10.9 µM]	9%[10.9 µM]	-5%[10.9 µM]
IkB sig inh	-2.2%	-0.5%	nt	0.7%	?	-1.3%	?	?

(65) COC(=O)C/C=C\[C@@H](C)[C@@H](/C=N\O[C@@H](C)c1cn([C@H]2COC[C@H]2O)nn1)OC
(66) Cc1c2oc3c(C)ccc(C(=O)N[C@@H]4C(=O)N[C@@H](C(C)C)C(=O)N5CCC[C@@H]5C(=O)N(C)CC(=O)N(C)[C@@H](C(C)C)C(=O)O[C@H]4C)c3nc-2c(C(=O)N[C@@H]2C(=O)N[C@@H](C(C)C)C(=O)N3CCC[C@@H]3C(=O)N(C)CC(=O)N(C)[C@@H](C(C)C)C(=O)O[C@H]2C)c(N)c1=O
(67) Cc1c(C#N)c2ncnc(N)c2n1-c1ccccc1
(68) O=C(/C=N/O)Nc1cccnc1
(69) Cc1cccc(N(C)C(=O)CCS(=O)(=O)c2ccc3c(c2)oc(=O)n3C)c1
(70) CN(C)c1ccc(N/C=C/C(=O)c2ccc(F)cc2)cc1
(71) O=C(NCc1ccc(Cl)cc1)C(=O)NCC(c1ccco1)S(=O)(=O)c1cccs1 (stereo unspecified)
(72) COc1ccc(CC2C(=O)OC(C)(C)OC2=O)cc1
(73) O=C(NC1CCCCCC1)c1ccc2c(c1)sc1nc(-c3ccc(F)cc3)cn12
assay / entry	65	66	67	68	69	70	71	72	73
p53ts 32C kill	9%[9.22 µM]	-15%	13%	103%[activator]	-9%	?	-7%	0%	-5%
p53ts 39C tox	-2%[9.22 µM]	?	15%	6%	30%	?	-24%	1%	-3%
Imprint erasure	nt	-28%	2%	nt	23%[10.9 µM]	-67%[inhibitor]	-11%[10.9 µM]	-6%	4%[10.9 µM]
IkB sig inh	nt	?	-1.0%	3.3%	?	4.6%	?	1.7%	2.2%
